Screening results (PubChem)
GlmU inhibition – inhibition of mycobacterial GlmU enzyme – biochemical, glucosamine-1-phosphate acetyltransferase (AID 1376); 220,000 tested, 0.25% active; M. tuberculosis GlmU acetyltransferase enzyme assay; higher % means a stronger effect; inhibition, %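 (tested at 30 µM in the primary screen)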; hits with a dose series show IC50 in µM; in the data active = inhibition above about 13%;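 note: 0% = complete reaction with vehicle and 100% = reaction without substrate; strong numbers were not always called active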
RmlCD inh 1536 – inhibitors of Mycobacterium tuberculosis RmlC and RmlD coupled enzymes. P9WH09+P9WH11. RmlC+RmlD coupled enzyme assay, percent inhibition; primary screen in compound mixtures. inhibition, % at 3.6 µM. 160,000 tested, 0.03% active; in the data active = inhibition mostly above about 34%, no sharp cut-off; note: some results filed as inactive read as strong as hits
Target sequence (P9WH09 whole entry, looked up): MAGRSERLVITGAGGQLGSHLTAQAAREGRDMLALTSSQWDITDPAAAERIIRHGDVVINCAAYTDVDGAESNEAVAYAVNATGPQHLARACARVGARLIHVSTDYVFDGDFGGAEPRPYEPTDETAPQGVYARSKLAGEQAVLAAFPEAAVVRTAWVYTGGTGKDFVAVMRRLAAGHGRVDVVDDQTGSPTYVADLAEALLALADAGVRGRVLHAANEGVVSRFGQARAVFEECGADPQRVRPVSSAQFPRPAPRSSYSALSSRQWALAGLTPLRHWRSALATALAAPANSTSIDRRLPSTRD
Target sequence (P9WH11 whole entry, looked up): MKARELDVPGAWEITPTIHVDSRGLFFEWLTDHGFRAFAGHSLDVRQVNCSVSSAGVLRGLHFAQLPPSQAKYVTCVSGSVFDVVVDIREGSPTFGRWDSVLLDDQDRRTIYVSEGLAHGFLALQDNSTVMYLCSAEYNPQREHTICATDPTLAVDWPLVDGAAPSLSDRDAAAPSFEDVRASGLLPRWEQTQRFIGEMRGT
Active calls of the source: *; · = no result given. A portion of the library, so the mix of outcomes need not match the whole.

Every second line gives: RmlCD inh 1536, GlmU inhibition
1) N#C/C(=C\c1ccco1)C(=O)Nc1cccc2ncccc12
 : -2, -3.3%
2) O=C(NNC(=O)c1ccc2nonc2c1)Nc1ccc(Cl)cc1
 : 1, 8.4%
3) NS(=O)(=O)c1ccc(NC(=O)CCC2CCCCC2)cc1
 : 4, 3.5%
4) N/C(Cc1cccs1)=N\OC(=O)COc1ccccc1
 : ·, -3.6%
5) CCOc1ccc2nc(SCc3cccc(C)c3)nc(C)c2c1
 : 2, 5.5%
6) O=C(CCc1c[nH]c2ccccc12)NCc1ccc2c(c1)OCO2
 : ·, 2.6%
7) CCn1c(SCC(=O)Nc2cccc(C)n2)nnc1-c1ccco1
 : ·, 4.7%
8) O=C(CN(C(=O)CCC(=O)Nc1nccs1)c1ccc2c(c1)OCO2)NCC1CCCO1 (stereo unspecified)
 : -2, -1.8%
9) Cc1ccc(N=C2SC(C(=O)O)CC(=O)N2C)cc1C (stereo unspecified)
 : 9, -5.1%
10) CCOCCCNC(=S)N1CCN(Cc2ccc3c(c2)OCO3)CC1
 : 15, 0.8%
11) Cc1cccc(N2C(=S)NC3c4cc(Cl)ccc4OC2(C)C3C(=O)N(C)C)c1 (stereo unspecified)
 : -19, 1.4%
12) COc1ccc(N(Cc2cc3cc(OC)ccc3[nH]c2=O)S(C)(=O)=O)cc1
 : 4, -1.6%
13) O=C(NC12CC3CC(CC(C3)C1)C2)N1CCC(O)CC1
 : 8, -1.5%
14) CC(C)(C)c1ccc(C(=O)Nc2ccc(Cl)cc2)cc1
 : 99, 0.2%
15) Cc1cc(C(=O)NCCCc2ccccc2)no1
 : 1, -5.6%
16) COc1ccc([N+](=O)[O-])cc1C(=O)Nc1ccc(Cc2ccncc2)cc1
 : 3, 5.3%
17) O=C(Nc1ccc(-n2cnnn2)cc1)c1cn2ccccc2n1
 : 4, 1.6%
18) CC(C)N(CCNCC(O)COc1ccc(C(C)(C)c2ccccc2)cc1)C(C)C (stereo unspecified)
 : 5, -3.7%
19) COc1ccc(OC)c(C2C(C(=O)c3cc4ccccc4o3)=C(O)C(=O)N2c2cc(C)on2)c1 (stereo unspecified)
 : -8, -4.3%
20) Cc1ccc(Cn2ncc(C)c2N)o1
 : 15, -7.0%
21) CCCc1cc(=O)[nH]c(SCc2csc(-c3ccccc3)n2)n1
 : 6, -3.0%
22) Brc1csc(/C=N/Nc2nc3ccccc3s2)c1
 : 34, 2.2%
23) CCC1=NN2C(=N)/C(=C\c3cccn3-c3ccc(Cl)cc3)C(=O)N=C2S1
 : 15, 1.5%
24) CCC(C)(C)n1nnnc1C(c1ccccn1)N1CCOCC1 (stereo unspecified)
 : 20, -5.0%
25) O=C(c1ccc(-c2ccccc2Cl)s1)N1CCOCC1
 : ·, -5.6%
26) CSc1ccccc1C(=O)C1CCCN(Cc2cnn(-c3ccccc3)c2)C1 (stereo unspecified)
 : ·, -7.6%
27) CCCCCC1=CCC/C1=N\NC(=O)c1ccc2c(c1)OCO2
 : -1, -0.4%
28) CC1=NCCN1S(=O)(=O)c1cc([N+](=O)[O-])ccc1Cl
 : -8, -8.1%
29) COc1ccc(S(=O)(=O)Cc2ccc(C(=O)N3CCN(c4ccccn4)CC3)o2)cc1
 : ·, 1.4%
30) Cc1cc2c(=O)n(CC(=O)N3CCN(c4ccc(F)cc4)CC3)cnc2s1
 : 10, 3.4%
31) Cn1c(C(=O)N2CCCC(C(=O)NCCCSC3CCCCC3)C2)cc2sccc21 (stereo unspecified)
 : -3, ·
32) COc1ccc(-c2cc(C(=O)NC(Cc3c[nH]c4ccccc34)C(=O)O)c(C)o2)cc1OC (stereo unspecified)
 : 6, 2.8%
33) COC(=O)Cc1cc(=O)oc2c(C)c(O)ccc12
 : -3, 0.1%
34) O=C(O)/C(=C\c1ccc(Br)cc1)c1ccc(S(=O)(=O)N2CCCCC2)s1
 : 8, -1.0%
35) O=C(NC1CCCCC1)C1CCC(CNS(=O)(=O)c2cccc3nsnc23)CC1 (stereo unspecified)
 : -3, -2.0%
36) Cc1cccc(NC(=O)CSc2nc3nc(C)cc(C)c3c(=O)[nH]2)c1
 : 15, 3.7%
37) COc1ccc2c(c1)nc(SCC(=O)C(C)(C)C)n2C
 : -1, -2.4%
38) COc1ccc(CNC(=O)CSc2cccc3cccnc23)cc1
 : 11, -0.3%
39) O=c1c2ccccc2nc(-c2ccccc2)n1-c1ccccn1
 : -16, 6.9%
40) COc1ccc(C(=O)NC(Oc2ccccc2)C(Cl)(Cl)Cl)cc1 (stereo unspecified)
 : 2, 47%*
41) CC(C)c1ccc(O)c(N)c1
 : 9, 3.9%
42) OCCNCC12CC3CC(CC(C3)C1)C2
 : -5, -4.1%
43) Clc1ccc(-c2nn3c(-c4ccccc4)nnc3s2)cc1
 : ·, 3.4%
44) Cc1ccc(CNC(=O)c2cc(-c3ccccc3)nn2CC2CC(c3cccc([N+](=O)[O-])c3)=NO2)cc1 (stereo unspecified)
 : ·, 7.8%
45) CC(=O)Nc1ccc(C(=O)CSc2nnc(Cn3nnc4ccccc43)n2C)cc1
 : ·, 3.8%
46) Cc1ccc(F)c([C@H]2[C@H]3C=CC[C@@H](C)[C@@H]3C(=O)N2Cc2ccccc2)c1
 : ·, 6.1%
47) Cc1ccccc1NC(=S)N(CCN1CCCCCC1)Cc1cccs1
 : -15, -1.2%
48) Oc1c(Br)cc(Br)cc1CN1CCN(Cc2ccccc2)CC1
 : 1, -0.5%
49) O=c1c(Cl)c(N2CCN(c3ccc(F)cc3)CC2)cnn1-c1nc2ccccc2s1
 : 17, 0.1%
50) CCOC(=O)N1CCN(C(c2ccc(C)cc2)c2sc3nc(C)nn3c2O)CC1 (stereo unspecified)
 : ·, 9.0%

Carrying on.
Every second line gives: RmlCD inh 1536, GlmU inhibition
51) O=C(CS(=O)c1cccc(C(F)(F)F)c1)Nc1ccc(Cl)cc1Cl (stereo unspecified)
 : -5, 11%
52) COc1cc(/C=C/CO)cc(OC)c1OC/C=C(\C)CCC=C(C)C
 : ·, -2.3%
53) C/C=C\C=C\C(=O)N1CC2(CC(c3cccc(NC(=O)CC)c3)=NO2)C[C@H]1C(N)=O (stereo partly specified)
 : 5, 6.2%
54) COc1ccc(/C=N/Nc2nc3ccccc3o2)cc1O
 : -5, -3.3%
55) O=C(Nc1ncc(Cc2cccc(C(F)(F)F)c2)s1)C1CCCO1 (stereo unspecified)
 : -7, 2.8%
56) CC(C)(C)OC(=O)N1CCCC(C(=O)CC#N)C1 (stereo unspecified)
 : ·, -0.2%
57) O=C(CN(Cc1ccccc1)C(=O)c1csnn1)NCc1ccccc1
 : -3, 2.1%
58) Cc1nnc(SCC(=O)Nc2ccccc2)[nH]c1=O
 : -9, 5.6%
59) Cc1onc(C(=O)NN)c1-c1csc(COc2ccccc2)n1
 : -11, 2.7%
60) CN(CC(=O)Nc1ccc2c(c1)OCCO2)S(=O)(=O)c1ccc(Br)s1
 : -3, -1.1%
61) CN(CC(=O)NCCc1ccccc1)S(=O)(=O)c1ccccc1
 : 3, -3.6%
62) CCCn1cc(CN2CCCC(C(=O)c3cccc(OC)c3)C2)c(C)n1 (stereo unspecified)
 : -3, 1.9%
63) N#Cc1c(NCCN)nc(NCc2ccccc2)c2c1CCN(Cc1ccccc1)C2
 : ·, -11%
64) CC#CCCC(=O)N1C=Cc2ccccc2C1C#N (stereo unspecified)
 : ·, -4.9%
65) Cc1nn(S(=O)(=O)N2CCCCC2)c(C)c1Br
 : 8, -0.7%
66) CC(C)c1nc(SCC(=O)Nc2nc3c(s2)CCCC3)c2ccccc2n1
 : -2, 0.3%
67) CCC(=NCc1ccco1)c1c(O)n(-c2ccc(OC)cc2)c(=O)[nH]c1=O
 : ·, -0.3%
68) COc1ccc(CN2C(=O)CN=C2Nc2cccc(C)c2C)cc1
 : 5, ·
69) Cc1cc(NC(=O)COn2nnc3ccc(S(C)(=O)=O)cc32)ccc1Br
 : ·, -2.1%
70) CC(C)CNC(=O)C1CCN(Cc2ccc(OCc3ccccc3)cc2)CC1
 : 8, -3.8%

Three structures already listed, arranged by molecular weight, lowest first.
Every second line gives: RmlCD inh 1536, GlmU inhibition
64) CC#CCCC(=O)N1C=Cc2ccccc2C1C#N (stereo unspecified)
 : ·, -4.9%
67) CCC(=NCc1ccco1)c1c(O)n(-c2ccc(OC)cc2)c(=O)[nH]c1=O
 : ·, -0.3%
63) N#Cc1c(NCCN)nc(NCc2ccccc2)c2c1CCN(Cc1ccccc1)C2
 : ·, -11%

Taken from above:
For RmlCD inh 1536, `CN(CC(=O)NCCc1ccccc1)S(=O)(=O)c1ccccc1` reads 3
For GlmU inhibition, `CC(C)CNC(=O)C1CCN(Cc2ccc(OCc3ccccc3)cc2)CC1` reads -3.8%
For GlmU inhibition, `CCCn1cc(CN2CCCC(C(=O)c3cccc(OC)c3)C2)c(C)n1` (stereo unspecified) reads 1.9%
For GlmU inhibition, `CC#CCCC(=O)N1C=Cc2ccccc2C1C#N` (stereo unspecified) reads -4.9%

Remaining list, next part.
Every second line gives: RmlCD inh 1536, GlmU inhibition
71) COCCCNc1nc2c(-c3cccc(C)c3)nnn2c2ccccc12
 : 6, -4.4%
72) COc1ccc(C(C)=O)cc1COC(=O)CNC(=O)c1ccc(Cl)cc1
 : 9, -2.5%
73) CC(=O)c1ccc(N=Cc2c(O)n(-c3cc(Cl)ccc3N3CCOCC3)c(=O)c3ccccc23)cc1
 : -1, -7.1%
74) NC(=O)CSc1nnc2ccc(-c3ccc(Cl)cc3)nn12
 : -12, 0.9%
75) O=C(COC(=O)/C=C/c1ccc2c(c1)OCO2)Nc1ccc(S(=O)(=O)N2CCCC2)cc1
 : ·, 0.0%
76) COc1ccc2c(c1)nc(SCC(C)O)n2C (stereo unspecified)
 : 6, -0.8%
77) Cc1c(Cl)cccc1NC(=O)c1cc(C2CC2)on1
 : 6, 6.4%
78) COCCn1c(SCC(=O)NCc2ccco2)nnc1-c1c[nH]c2ccccc12
 : 9, -4.3%
79) O=C(CNc1ccccc1)N/N=C/c1ccc2c(c1)OCCO2
 : 2, 2.7%
80) CCN(CC)c1ccc(/C=N/Nc2cccc(C)c2)c(O)c1
 : -10, -0.8%

Three entries from above in a different format:
77) Cc1c(Cl)cccc1NC(=O)c1cc(C2CC2)on1
  RmlCD inh 1536: 6; GlmU inhibition: 6.4%

72) COc1ccc(C(C)=O)cc1COC(=O)CNC(=O)c1ccc(Cl)cc1
  RmlCD inh 1536: 9; GlmU inhibition: -2.5%

80) CCN(CC)c1ccc(/C=N/Nc2cccc(C)c2)c(O)c1
  RmlCD inh 1536: -10; GlmU inhibition: -0.8%

Continued:
Every second line gives: RmlCD inh 1536, GlmU inhibition
81) CCCNc1nc(C)cc(-c2cc(C(=O)NC3CCCC3)on2)n1
 : ·, 3.1%
82) C#CCOCCOCCOCCNc1nc(N2CCN(C(=O)[C@H](CCC(=O)O)n3cc(C(N)Cc4ccc(O)cc4)nn3)CC2)nc(N2CCN(C(=O)[C@H](CCCCN)n3cc(C(N)[C@H](C)CC)nn3)CC2)n1 (stereo partly specified)
 : ·, -8.4%
83) Cc1c(NC(=O)/C(C#N)=C\c2cccs2)c(=O)n(-c2ccccc2)n1C
 : 1, -5.5%
84) Cc1ccc(-c2ccc(/C=N/n3cnnc3)o2)cc1
 : -5, -0.2%
85) CC1CCCN(c2ccc(/C=C(\C#N)c3nn(-c4ccccc4)c(N)c3C#N)cc2[N+](=O)[O-])C1 (stereo unspecified)
 : 17, 3.4%
86) Cn1c(NCc2cccs2)nc2ccccc21
 : ·, -0.2%
87) COCCNC(=O)c1cc(Sc2nnc(C)s2)nc2ccccc12
 : 93, 6.2%
88) CN(C)c1nc(N(C)C)n(C(=O)c2ccc(F)cc2)n1
 : 6, 2.9%
89) Cc1cccc(-n2nnc(C(=O)NC3CCCc4ccccc43)c2N)c1 (stereo unspecified)
 : ·, 8.9%
90) CC(C)c1ccc(OCC(=O)NCc2ccco2)cc1
 : 5, -4.0%

Rewritten in markdown: two of the compounds above
| item | Structure | RmlCD inh 1536 | GlmU inhibition |
| --- | --- | --- | --- |
| 2 | O=C(NNC(=O)c1ccc2nonc2c1)Nc1ccc(Cl)cc1 | 1 | 8.4% |
| 3 | NS(=O)(=O)c1ccc(NC(=O)CCC2CCCCC2)cc1 | 4 | 3.5% |

The results go on:
Every second line gives: RmlCD inh 1536, GlmU inhibition
91) O=C(CSc1nnc(-c2ccc(C(F)(F)F)cn2)s1)c1ccccc1
 : ·, 3.8%
92) Cc1ccc(CN(Cc2cccnc2)C(=S)Nc2cccc(Cl)c2C)cc1
 : -13, 2.1%
93) O=Cc1ccc(-c2ccccc2OC(F)(F)F)o1
 : ·, 6.5%
94) Nc1cc2nn(-c3ccccc3)nc2cc1Cl
 : -11, -1.0%
95) CCOC(=O)c1ccc(Oc2c(C)oc3c(CN4CCN(C)CC4)c(O)ccc3c2=O)cc1
 : -15, 0.7%
96) NS(=O)(=O)c1ccc(NC(=S)NC2CC2)cc1
 : -6, -0.1%
